TRPC6 act: mouse TRPC6 channel activators, primary screen, cell-based, HEK293, membrane potential dye. 310,000 compounds, 0.13% hits. HEK293-TRPC6 membrane potential dye fluorescence; hits give high values. Short transient receptor potential channel 6 (Mus musculus), Q61143. B-score at 10 µM;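 active = B-score of the integrated fluorescence ratio above library mean plus 3 SD, and starting fluorescence ratio within library mean plus 5 SD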;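 also: higher score means more depolarization so channel activation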
HIF activator: HIF pathway transcriptional activators, primary screen, cell-based, U2OS HRE-luciferase, luminescence. 300,000 compounds, 0.32% hits. U2OS HRE-luciferase reporter; normalized: DMSO 0%, desferrioxamine 100%. AID 1910, 2009. activation, % at 7.5 µM (by protocol);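 active = mean activation of at least 10% of the iron chelator positive control signal, with at least half of replicates also reaching 10%; inconclusive = mean and replicate majority disagree about reaching 10%; inactive = mean and most replicates under 10%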
RGS4 act: RGS4 potentiators or activators, primary screen, cell-based, HEK293 M3R inducible RGS4, calcium flux | B-score at 10 µM | 310,000 compounds, 0.92% hits | carbachol calcium flux Fluo4; hits give low values;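 active = B-score of the integrated calcium signal more than 4 SD below the library mean, with starting fluorescence not abnormally high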;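 also: negative B-score means reduced calcium response which marks RGS4 activation or potentiation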
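Also added: carbachol at ECmax as muscarinic agonist stimulus; Assay system: HEK293 cells with stable M3R and inducible RGS4; Timing: overnight RGS4 induction, 30 min dye load 37 °C, 20 min compound RT; Measured by: Fluo4-AM (2 µM) calcium-flux fluorescence, kinetic read.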
Platelet DG rel: inhibitors of platelet dense granule secretion, primary screen, cell-based, MLPCN, human platelets; 300,000 compounds, 0.22% hits; inhibition, %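 (compounds screened at 7.5 µM in platelet-rich plasma)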; human platelet-rich plasma, SFLLRN dense granule ATP release, luminescence; AID 1663, 2009;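 active = mean replicate score, as percent of positive control, at or above 50; inconclusive = mean below 50 but at least one replicate at or above 50; inactive = mean and every replicate below 50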
MrgX1 ag: agonists of human MrgX1 receptor, primary screen, HEK293 cells, Fluo-4 calcium flux; Mas-related G-protein coupled receptor member X1 (Homo sapiens), Q96LB2; Fluo-4 calcium fluorescence, agonist mode; hits give high values; B-score at 10 µM; 310,000 compounds, 0.44% hits; AID 588627, 2011;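 active = calcium response B-score plate-corrected fluorescence ratio at least 3 library SD, with starting fluorescence B-score inside 5 SD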
Target sequence (Q96LB2 whole entry, looked up): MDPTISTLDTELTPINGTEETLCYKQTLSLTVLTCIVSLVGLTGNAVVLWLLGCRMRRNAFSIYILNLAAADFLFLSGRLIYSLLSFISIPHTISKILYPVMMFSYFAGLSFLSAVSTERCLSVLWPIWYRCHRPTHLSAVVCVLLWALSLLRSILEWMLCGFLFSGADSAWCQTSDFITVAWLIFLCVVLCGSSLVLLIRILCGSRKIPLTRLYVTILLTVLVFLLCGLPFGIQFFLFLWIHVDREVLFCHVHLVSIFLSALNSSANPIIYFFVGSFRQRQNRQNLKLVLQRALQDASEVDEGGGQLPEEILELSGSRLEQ
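Test system: HEK293 cells stably expressing human MrgX1 receptor; amount: 15,000 cells per well; doses: compound delivered in addition one of three; times: overnight plating before 1 h dye loading; detection: Fluo-4 NW calcium-flux fluorescence, kinetic read; read-out basis: B-scored fluorescence response ratio; controls: positive and negative controls per plate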
TRPC4 block: inhibitors of mouse TRPC4 channel, primary screen, Fluo4 calcium, HEK293 TRPC4beta/mu-opioid cells; Short transient receptor potential channel 4 (Mus musculus), Q9QUQ5; DAMGO-evoked Fluo4 calcium flux; hits give low values; B-score at 10 µM; 300,000 compounds, 0.39% hits; AID 2247, 2010;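 active = B-score over 3 SD under the library average, no early fluorescence shift, positive overall ratio signal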
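Assay system: Stable TRPC4beta/mu-opioid receptor HEK293 cells | Reagent: DAMGO in two steps, submaximal then maximal | Compound dosing: Single concentration per test compound | Signal: Fluo4 Ca2+ flux fluorescence | Evaluation: Per-well B score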
TRPC6 inhibitor: mouse TRPC6 channel inhibitors, primary screen, cell-based, HEK293, membrane potential dye | Short transient receptor potential channel 6 (Mus musculus), Q61143 | ACh-evoked depolarization; hits give low values | B-score at 10 µM | 310,000 compounds, 1.1% hits | AID 2553, 2010;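 active = B-score under library mean minus 3 SD, initial fluorescence not abnormally high, positive integrated signal ratio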;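 also: B-score derived from integrated fluorescence ratio over the kinetic read; more negative B-score means stronger inhibition of depolarization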
RGS4 block: RGS4 inhibitors, primary screen, cell-based, HEK293 M3R inducible RGS4, calcium flux | Regulator of G-protein signaling 4 (Homo sapiens), P49798 | Fluo-4 calcium flux; hits give high values; triggered by carbachol at its EC20 | B-score at 10 µM | 310,000 compounds, 0.45% hits;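 active = B-score, a plate-corrected calcium signal, over three deviations above library mean, with baseline fluorescence within five deviations of library mean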;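 also: RGS4 expression induced by doxycycline in cells with stable M3 receptor; B-score is computed from the integrated fluorescence ratio over baseline after carbachol; higher B-score means a larger calcium signal and so more RGS4 inhibition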
Target sequence (P49798 whole entry, looked up): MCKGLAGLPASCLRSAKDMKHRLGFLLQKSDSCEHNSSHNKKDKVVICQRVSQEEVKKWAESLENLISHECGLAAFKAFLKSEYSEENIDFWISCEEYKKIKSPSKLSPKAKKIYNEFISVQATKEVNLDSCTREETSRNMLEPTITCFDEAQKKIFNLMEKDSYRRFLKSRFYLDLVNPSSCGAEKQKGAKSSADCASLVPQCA
SKKanGAS inh: S. pyogenes SKKanGAS growth inhibitors in kanamycin, primary screen, streptokinase expression inhibitor project, SKKanGAS strain, BacTiter-Glo luminescence. 6 h. inhibition, % at 7.5 µM. 300,000 compounds, 1.3% hits;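 active = mean replicate score, as percent of positive control median, at least 50; inconclusive = mean below 50 but one replicate at or above 50; inactive = mean and every replicate below 50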;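 also: strain carries kanamycin resistance gene driven by streptokinase promoter and grows in 40 µg/ml kanamycin; loss of luminescence reflects streptokinase promoter inhibition or plain growth inhibition; 0% = median of DMSO wells and 100% = positive control at its reference dose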
MrgX1 allo act: positive allosteric modulators of MrgX1, primary screen, HEK293 cells, Fluo-4 calcium flux; FDSS; hits give high values; B-score at 10 µM; 310,000 compounds, 0.63% hits; AID 588675, 2011;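 active = plate-corrected calcium response at least 3 library SD above typical, normal starting fluorescence, not activating the receptor alone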;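 also: compound read alongside a low EC10 to EC30 dose of BAM8-22 agonist; peak minus trough fluorescence over baseline measured at the second addition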
MrgX1 antagonist: antagonists of human MrgX1 receptor, primary screen, HEK293 cells, Fluo-4 calcium flux; BAM8-22 antagonism; hits give low values; 310,000 compounds, 1.3% hits; B-score at 10 µM;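 active = calcium-response B-score plate-corrected more than 3 library SD below zero, starting fluorescence within 5 deviations, no agonist response on first addition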;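 also: peak minus trough fluorescence over baseline after final BAM8-22 challenge near maximal dose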
* = called active by the depositor; i = inactive; ? = inconclusive.

SMILES	TRPC6 act	HIF activator	RGS4 act	Platelet DG rel	MrgX1 ag	TRPC4 block	TRPC6 inhibitor	RGS4 block	SKKanGAS inh	MrgX1 allo act	MrgX1 antagonist
O=S(=O)(c1cccc(C(F)(F)F)c1)N1CCN(c2cnccn2)CC1	i	-0.3	i	-8	i	i	i	i	1	i	i
COCCn1c(=NC(=O)CCS(=O)(=O)c2ccccc2)sc2ccccc21	i	0.5	i	-7	i	i	i	i	16	i	i
COCCN(CCOC)Cc1c(O)ccc2c3c(c(=O)oc12)CCC3	i	0.3	i	-3	i	i	i	i	-13	i	i
O=C1CC(c2ccccc2)n2nc(NC(=O)c3ccccn3)nc2N1 (stereo not drawn)	i	0.8	i	-5	i	i	i	i	-19	i	i
CCOC(=O)CC1C(=O)NCCN1C(=O)c1c(F)cccc1F (stereo not drawn)	i	0.0	i	-7	i	i	i	i	1	i	i
CC(NC(=O)C(=O)N1CCOCC1)C(c1cccs1)N1CCN(c2ccccc2)CC1 (stereo not drawn)	i	0.1	i	7	i	i	i	i	13	i	i
COc1ccc(-c2nnn(CC(=O)N3CCOCC3)n2)cc1	i	0.0	i	-5	i	i	i	i	0	i	i
COc1ccc2c(c1OC)C(=O)OC2Nc1nc(-c2ccc([N+](=O)[O-])cc2)cs1 (stereo not drawn)	i	0.7	i	3	i	i	i	i	1	i	i
Cc1ccc(C(=O)C[n+]2cccc3cc(C)ccc32)cc1	i	-0.1	i	7	i	i	i	i	-2	i	i
O=C(CC1C(=O)NCCN1Cc1cccc(F)c1F)NCCCC1CCCC1 (stereo not drawn)	i	-0.1	i	0	i	i	i	i	3	i	i
O=C(Nc1nc2ccccc2s1)Nc1ccc([N+](=O)[O-])cc1Cl	i	-1.0	i	2	i	i	i	i	4	i	i
Cc1ccc(S(=O)(=O)N2CCN(CC(=O)NC(=O)NCc3ccco3)CC2)cc1C	i	-0.3	i	3	i	i	i	i	-4	i	i
CC(C)C(NS(=O)(=O)c1cccc2nsnc12)C(=O)N1CCCCC1 (stereo not drawn)	i	-0.9	i	20	i	i	i	i	7	i	i
COc1ccc(CN2CCN(C(C)C(=O)N3CCc4ccccc43)CC2)cc1OC (stereo not drawn)	i	1.9	i	-8	i	i	i	i	2	i	i
O=C(O)C1CCN(S(=O)(=O)c2cccs2)CC1	i	0.0	i	-2	i	i	i	i	5	i	i
COc1cccc(N2C(=O)C(c3ccccc3)=C(c3nc4ccccc4s3)C2NC(C)=O)c1 (stereo not drawn)	i	0.2	i	5	i	i	i	i	11	i	i
O=C(Nc1ccccc1)Nc1nc(-c2ccccc2)cs1	i	2.3	i	-15	i	i	i	i	-11	i	i
COc1ccc(OCC(=O)NCc2cccnc2)cc1	i	1.3	i	3	i	i	i	i	-4	i	i
CCCNC(=O)N1CCN(C(c2ccccc2)c2ccccc2)CC1	i	0.3	i	-6	i	i	i	i	0	i	i
C1=CN2CCC1C(c1ccccc1)C2 (stereo not drawn)	i	0.0	-7.3*	7	i	i	i	i	-4	i	i
O=C(Nc1ccnn1C1CCN(C2CCC2)CC1)c1cccc(F)c1	i	0.2	i	5	i	i	i	i	-1	i	i
Nc1nc2sc3c(c2cc1C(=O)N1CCOCC1)CCCC3	i	0.2	i	?	i	i	i	i	-3	i	i
C=C1CCc2c([nH]c3ccc(OCC(C)C)cc23)C1=O	i	-0.4	i	5	i	i	i	i	-4	i	i
CC(/C=C/c1ccccc1)NC(N)=O (stereo not drawn)	i	-0.2	i	8	i	i	i	i	1	i	-5.8*
COc1ccc(S(=O)(=O)NC(C)C(=O)NCc2ccncc2)cc1Cl (stereo not drawn)	i	-0.2	i	2	i	i	i	i	2	i	i
Continued.
SMILES	TRPC6 act	HIF activator	RGS4 act	Platelet DG rel	MrgX1 ag	TRPC4 block	TRPC6 inhibitor	RGS4 block	SKKanGAS inh	MrgX1 allo act	MrgX1 antagonist
Cc1cccc(N2CCN(C(=O)c3ccnn3C)CC2)c1C	i	0.3	i	-2	i	i	i	i	21	i	i
Cc1cccc(-n2c(O)c(C=NC3CCS(=O)(=O)C3)c3ccccc3c2=O)c1C (stereo not drawn)	i	0.3	i	-2	i	i	i	i	36	i	i
Cc1cc(C)nc(SCCCNCc2ccccc2)n1	i	-0.9	i	4	i	i	i	i	1	i	i
CCOC(=O)Nc1ccc2c(c1)N(C(=O)CN)c1ccccc1CC2	i	-1.2	i	-2	i	i	i	i	6	i	i
Cc1sc2nc(SCC(=O)Nc3c(C)n(C)n(-c4ccccc4)c3=O)n(C)c(=O)c2c1C	i	-0.3	i	0	i	i	i	i	9	i	i
Cc1nc([N+](=O)[O-])c(N2CCOCC2)n1Cc1ccccc1	i	0.2	i	-1	i	i	i	i	1	i	i
Cc1ccc(S(=O)(=O)NCCC(=O)N2CCC(Cc3ccccc3)CC2)cc1	i	0.1	i	0	i	i	i	i	-5	i	i
COc1ccc(OC)c(NC(=O)C2CC2c2ccccc2)c1 (stereo not drawn)	i	-8.7	i	-1	i	i	i	i	-1	i	i
COCC(=O)N(Cc1cc2ccc(C)cc2[nH]c1=O)c1ccccc1C	i	1.4	i	2	i	i	i	i	2	i	i
Cc1cccc(S(=O)(=O)Nc2ccc(-c3cn4ccccc4n3)cc2)c1	i	0.1	i	2	i	i	i	i	2	i	i
CNC(=O)COc1ccc(C=O)cc1OC	i	-0.3	i	-8	i	i	i	i	0	i	i
O=C(COC(=O)c1cc(F)cc(F)c1)NCCCc1ccccc1	i	-3.9	i	-3	i	i	i	i	-3	i	i
Nc1nnc(CCS(=O)(=O)c2cc(Cl)ccc2Cl)s1	i	-0.1	i	-1	i	i	i	i	4	i	i
COc1ccccc1C(=O)N(CCC1CCCN1C)c1nc2ccccc2s1 (stereo not drawn)	i	-2.6	i	7	i	i	i	i	3	i	i
Cc1ccccc1OCC(=O)N=Nc1c(O)n(C)c2ccccc12	i	0.4	i	6	i	i	i	i	16	i	i
CC(=C/c1ccco1)/C=N/NC(=O)c1ccncc1	i	0.0	i	11	i	i	i	i	-5	i	i
CC(C)OCCCNC(=O)C1CC(=O)N(CCc2ccccc2)C1 (stereo not drawn)	i	-19	i	-6	i	i	i	i	0	i	i
CCOc1cc(NC(=O)C(C)C)c(OCC)cc1NC(=O)Nc1ccccc1	i	-0.4	i	3	i	i	i	i	-6	i	i
O=C(O)CCCC(=O)Nc1ccc(Sc2ccc([N+](=O)[O-])cc2)cc1	i	-0.1	i	-2	i	i	i	i	0	i	i
O=C(NC1CCCC1)C1CCCN(S(=O)(=O)c2cccc3cccnc23)C1 (stereo not drawn)	i	0.0	i	1	i	i	i	i	-9	i	i
CCCCCCCc1nc2c(=O)n(C)c3ccccc3c2o1	i	0.6	i	-4	i	i	i	i	4	i	i
CCC(OCC(O)CN1CCCCC1)c1ccccc1 (stereo not drawn)	i	0.3	i	7	i	i	i	i	-1	i	i
O=C(COC(=O)CNC(=O)c1cccc([N+](=O)[O-])c1)NCc1ccco1	i	-0.5	i	-61	i	i	i	i	-9	i	i
O=C(O)c1cccc(NC(=S)NC(=O)C(c2ccccc2)c2ccccc2)c1	i	-11	i	1	i	i	i	i	9	i	i
COc1ccc(NC(=O)COC(=O)Cc2ccc(Br)cc2)cc1	i	-0.3	i	-2	i	i	i	i	-19	i	i

Random excerpt: 2 records from the list, in no set order.
SMILES	TRPC6 act	HIF activator	RGS4 act	Platelet DG rel	MrgX1 ag	TRPC4 block	TRPC6 inhibitor	RGS4 block	SKKanGAS inh	MrgX1 allo act	MrgX1 antagonist
Cc1ccc(S(=O)(=O)NCCC(=O)N2CCC(Cc3ccccc3)CC2)cc1	i	0.1	i	0	i	i	i	i	-5	i	i
COc1ccccc1C(=O)N(CCC1CCCN1C)c1nc2ccccc2s1 (stereo not drawn)	i	-2.6	i	7	i	i	i	i	3	i	i

(listing goes on)
SMILES	TRPC6 act	HIF activator	RGS4 act	Platelet DG rel	MrgX1 ag	TRPC4 block	TRPC6 inhibitor	RGS4 block	SKKanGAS inh	MrgX1 allo act	MrgX1 antagonist
Cc1ccc(C(=O)Nc2cc3[nH]c(=O)oc3cc2C)cc1	i	1.9	i	4	i	i	i	i	-12	i	i
CCOC(=O)C1CCN(C(=O)CSc2nc(N)cc(=O)[nH]2)CC1	i	-0.8	i	0	i	i	i	i	-5	i	i
O=C(/C=C/c1ccco1)NCc1ccc(F)cc1	i	0.4	i	-2	i	i	i	i	-6	i	i
CCC(C(=O)OC(C)C(=O)Nc1ccc(Cl)cn1)c1ccccc1 (stereo not drawn)	i	0.3	i	-6	i	i	i	i	-2	i	i
O=C(NCc1csc(-c2cccs2)n1)Nc1ccc(C(F)(F)F)cc1	i	-0.5	i	11	i	i	i	i	-4	i	i
CC(=O)c1cc(F)c(N2CCCC2)cc1C	i	-0.1	i	-4	i	i	i	i	-7	i	i
CCOc1cc(CNc2ccc(S(N)(=O)=O)cc2)cc(Cl)c1OC	i	-1.2	i	22	i	i	i	i	-8	i	i
NC(=O)CN1C(=O)C(=O)N(Cc2cccc(Cl)c2)C1=O	i	-0.5	i	6	i	i	i	i	3	i	i
NC(=S)Nc1ccc2cn[nH]c2c1	i	0.5	i	0	i	i	i	i	-2	i	i
Cc1nn(CC(=O)Nc2c(F)cc(F)cc2Br)c(=O)c2cccn12	i	-0.8	i	-1	i	i	i	i	-7	i	i
O=C(NC1CCCC1)C(c1ccc(Cl)cc1)N1CCOCC1 (stereo not drawn)	i	0.0	i	13	i	i	i	i	-2	i	i
O=C(Nc1ccccc1)O/N=C(\c1ccccc1)c1ccccn1	i	0.7	i	7	i	i	i	i	-1	i	i
O=C(C1CCCCN1S(=O)(=O)c1ccccc1)N1CCCCC1 (stereo not drawn)	i	-2.5	i	1	i	i	i	i	0	i	i

Screening data (PubChem BioAssay)
